# NR2E3 ag-1 = NR2E3 (human) agonism; Q9Y5X4; GST-NR2E3/biotin-RetCOR TR-FRET, 1536-well; inhibition of corepressor binding, % at 4.78 µM; actives 0.12% (n = 320,000); AID 2300;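 active = percent inhibition above the cutoff of mean plus 3 SD of all tested compounds, set per screening campaign, cut at about 20% in these data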;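 note: 0% = DMSO wells and 100% = biotin wells as full block of FRET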
# Target sequence (Q9Y5X4 whole entry, looked up): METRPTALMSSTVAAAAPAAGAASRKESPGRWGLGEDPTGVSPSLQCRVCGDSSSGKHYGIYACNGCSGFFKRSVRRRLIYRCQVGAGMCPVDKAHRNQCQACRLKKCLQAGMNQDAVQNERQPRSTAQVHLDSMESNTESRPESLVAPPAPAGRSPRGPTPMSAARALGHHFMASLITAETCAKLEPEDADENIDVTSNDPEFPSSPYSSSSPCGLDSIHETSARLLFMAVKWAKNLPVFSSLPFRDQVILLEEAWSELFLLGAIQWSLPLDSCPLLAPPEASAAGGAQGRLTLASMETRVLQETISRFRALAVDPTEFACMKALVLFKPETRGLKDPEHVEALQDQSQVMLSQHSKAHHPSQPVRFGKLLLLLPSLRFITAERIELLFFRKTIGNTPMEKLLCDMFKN
#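 Test system: GST-NR2E3 and biotin-RetCOR proteins | Quantity: 1.35 nM GST-tagged NR2E3 final | Medium: Tris pH 7.5 | Also added: 7 nM biotin-RetCOR | Dosing: Compound at 4.8 µM, single dose | Timing: 5 h at 4 °C | Detection: Time-resolved FRET | Read-out basis: Percent inhibition | Benchmarks: Biotin wells as high control, 0.6% DMSO wells as low control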
# TWEAK Fn14 block = inhibitors of TWEAK-Fn14 interaction signaling | AID 1159606 | TWEAK-stimulated Fn14 reporter cells, luciferase luminescence, 8 h | inhibition, % at 10 µM | actives 2% (n = 360,000); in the data active = inhibition above about 50%
# Peg3 prom inh = inhibitors of Peg3 promoter; HeLa PEG-Prom luciferase reporter, luminescence, overnight; inhibition, % at 20 µM; AID 588405; actives 1.7% (n = 360,000);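 active = inhibition of at least 50% at 20 µM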
# CF NFkB inh = blocks PAF-induced NF-kB reporter in cystic fibrosis cells | KKLEB NF-kB-GFP reporter, GFP fluorescence overnight | actives 0.86% (n = 360,000) | inhibition, % at 5 µM;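 active = at least 50% inhibition at 5 µM, scaled per plate between neutral and stimulator controls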;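 note: PAF is a Pseudomonas aeruginosa culture filtrate used as stimulus; plate controls were PAF-stimulated DMSO wells for no effect and unstimulated DMSO wells for full effect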
# Shn3 3UTR inh = Schnurri-3 reporter inhibition in Clone20 osteoblasts; Clone20 osteoblast Shn3 3'UTR firefly luciferase, 24 h; inhibition, % at 12.5 µM; actives 0.52% (n = 360,000); AID 588674;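 active = mean inhibition of at least 75% with every replicate also reaching 75%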;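 note: 0% = median of neutral control wells and 100% = pilot-screen positive control compound; some compounds past the cut are filed as inactive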
# HIF-2a inh = HIF-2a inhibition. 786-0 RCC cells HIF-2a reporter, luciferase luminescence, overnight. actives 0.72% (n = 360,000). AID 624352. inhibition, % at 18.8 µM;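 active = inhibition of the luminescence signal of 40% or more relative to plate controls, in a single-dose primary screen at 18.75 µM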
# TROY NFkB inh = TROY signaling inhibition. Q293 LMP1-TROYcd NF-kB luciferase reporter, 4 h. inhibition, % at 10 µM. actives 0.98% (n = 360,000). AID 1347056;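 active = compounds whose plate-normalised and pattern-corrected inhibition of the luciferase reporter signal at the single screening dose is 50% or more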
# KKLEB cytotox = CF airway cell cytotoxicity counter-screen. KKLEB CF airway cells viability, ATPlite luminescence, overnight; hits give low values; cells stimulated with P. aeruginosa culture filtrate. activity change (cytotoxicity), % at 5 µM. actives 0.36% (n = 360,000). AID 602141;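 active = corrected activity change at or below -50% at 5 µM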
# C8 TRAIL sens = caspase-8 TRAIL sensitization; AID 624354; NB7+C8 cells + TRAIL, ATPlite viability luminescence; inhibition (viability loss, TRAIL sensitization), % at 10 µM; actives 1% (n = 360,000);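 active = compounds causing at least 50% loss of cell viability in the single-dose screen, relative to plate controls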
# NR2E3 ag-2 = activates human NR2E3 receptor. CHO-S Gal4-NCOR/VP16-NR2E3 two-hybrid, luciferase. inhibition of corepressor binding, % at 3.98 µM. actives 0.35% (n = 360,000). AID 602229;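 active = inhibition above the mean of all tested compounds plus 3 SD, cut at about 70% in these data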;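 note: 0% = DMSO with NR2E3 transfected cells and 100% = cells lacking NR2E3 construct; higher means lower luciferase signal from less NR2E3 corepressor binding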
# MITF TRPM1 inh = reduces MITF-dependent TRPM1 promoter luciferase signal. SK-MEL-5 TRPM1 promoter luciferase, 24 h. inhibition, % at 12.5 µM. actives 0.83% (n = 330,000);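 active = mean inhibition across replicates of 60% or more, whatever share of single replicates reaches that level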; note: values of inactives mirror those of a sister screen read the other way
# The depositor's hits bear a star; nt = not tested or not shown. A portion of the library, so the mix of outcomes need not match the whole.
SMILES,NR2E3 ag-1,TWEAK Fn14 block,Peg3 prom inh,CF NFkB inh,Shn3 3UTR inh,HIF-2a inh,TROY NFkB inh,KKLEB cytotox,C8 TRAIL sens,NR2E3 ag-2,MITF TRPM1 inh
Fc1cccc(Cc2c(C3CCCCC3)nc3ccc(Br)cn23)c1,nt,12.0,7.2,42.7,-1.9,-0.6,-28.5,-20.9,3.9,-3.4,nt
CC(=O)c1c(C)n(C)c2ccc(OC(=O)c3ccco3)cc12,2.6,-14.9,4.2,11.7,5.6,7.6,-18.2,-2.2,0.1,0.9,0.4
CCOc1cc(N2CCOCC2)c(OCC)cc1NC(=O)CSc1cccc[n+]1[O-],-1.4,-12.5,6.7,-3.2,-0.9,11.0,3.1,6.5,-8.4,-14.9,10.5
O=C(Cn1cnc2ccccc2c1=O)c1ccc(Br)cc1,-4.1,-10.4,-199.0,-18.4,-86.9,-228.7,-4.4,10.1,-0.4,-89.9,-44.0
O=C(COC(=O)C1CCCC1)Nc1cccc(Cl)c1Cl,nt,19.1,8.5,3.2,-2.7,-4.7,-4.5,10.6,-7.7,16.3,8.1
CCn1c(SCC(=O)Nc2nc3ccc(C)cc3s2)nc2c(c1=O)SC(C)C2 (stereo not drawn),-2.8,92.9*,6.2,-13.6,nt,-11.9,19.1,-8.3,23.9,12.4,14.1
CCOc1ccc(NC(=O)C(CC)NC(=O)c2ccccc2CO)cc1 (stereo not drawn),-2.1,-15.2,0.4,4.2,-6.0,11.1,-0.1,-3.6,-10.5,-6.3,3.6
COc1cc(CNC(C)c2ccccc2)cc(Br)c1OCc1ccccc1 (stereo not drawn),-1.9,-25.7,24.6,4.0,38.3,22.3,10.2,-6.1,-7.4,-7.0,2.9
O=C(COc1ccc(Br)cc1)N1CCN(S(=O)(=O)/C=C/c2ccccc2)CC1,2.0,12.1,19.7,12.4,-5.6,16.1,19.7,11.8,5.7,1.8,6.1
Cn1ncc(Br)c1C(=O)Nc1ccc(Cl)cn1,0.6,-10.8,-24.7,-8.6,-38.9,-23.4,-35.3,4.1,6.4,-8.9,-10.8
Cc1cc(C(=O)CSc2nnc(Nc3ccccc3F)s2)c(C)n1CC1CCCO1 (stereo not drawn),nt,8.9,-48.1,1.0,14.5,-78.0,6.3,13.4,-6.3,-26.5,-6.1
CCN(CC)c1ccc(C=Nc2ccccc2C)c(O)c1,1.8,-27.1,-10.8,-12.3,-7.2,-98.8,-36.7,29.7,24.2,-13.5,-9.2
CCOc1ccc(NC(=O)C2CC(=O)N(CCc3ccccc3)C2)cc1OC (stereo not drawn),1.9,-2.4,2.0,7.4,-49.8,-6.4,-1.9,-2.1,-4.3,19.9,-3.8
COc1ccc(-c2cc(-c3cc(C)ccc3O)[nH]n2)cc1,0.6,23.9,-214.1,-13.0,-18.7,-304.4,-27.5,12.0,43.8,-126.0,-29.0
Cc1nc2cc3ccccc3cc2n1C,-2.3,15.9,-56.4,8.0,-2.0,-73.0,-25.4,-7.6,8.4,18.1,-17.6
Cc1cccc(NC(=S)NCC(c2cccnc2)N(C)C)c1C (stereo not drawn),-2.6,3.6,17.0,2.1,15.7,3.4,10.9,3.2,-9.8,-13.9,6.1
COc1ccc(-c2ccc(OC)c([C@H]3[C@H]4C=CC[C@@H](C)[C@@H]4C(=O)N3Cc3ccccc3)c2)cc1OC,1.5,21.3,5.9,35.4,5.7,18.2,5.7,-16.9,-1.1,-46.4,6.9
CCOC(=O)c1c(C)c(C(=O)NCCc2ccccc2)c(C)n1C,3.7,-25.4,-192.0,-0.2,-31.3,-218.1,-36.5,4.5,-6.6,-70.8,-35.8
CC(=O)Nc1ccc(NC(=O)Cn2ccc([N+](=O)[O-])n2)cc1,-1.9,-2.8,-3.4,11.8,-14.3,-12.5,1.7,-3.8,-5.8,-10.1,2.3
Cc1ccc(N2CCN(CCc3nc4cc(NC(=O)c5ccco5)ccc4n3C)CC2)cc1,3.9,-15.5,-10.2,-2.9,21.8,-22.5,5.0,-2.2,6.7,-3.4,12.8
CC(OC(=O)CN(C)S(=O)(=O)c1ccc(Cl)cc1)C(=O)Nc1cccc(Cl)c1 (stereo not drawn),-1.9,9.5,7.4,-0.1,-0.8,2.8,14.2,8.1,6.5,-10.9,1.6
CCC(CO)NCc1ccc(Br)cc1 (stereo not drawn),3.6,-12.8,8.0,11.7,20.3,11.7,14.5,-9.0,-7.1,-0.7,10.4
CCO[C@@H]1OC(C(=O)NC2CC2)=C[C@H](C2CCCCC2)[C@H]1CCCO,1.5,3.2,16.4,-21.0,15.7,9.0,3.1,15.8,0.1,-12.1,0.8
COC(c1ccccc1)c1nnc(CCC(=O)N2CCN(Cc3cccs3)CC2)o1 (stereo not drawn),-1.4,3.8,9.5,5.9,-9.0,3.7,19.0,16.1,-3.0,-9.1,5.3
O=C(CN1C(=O)CCC1=O)Nc1nc(-c2ccc(Cl)s2)cs1,-0.6,6.7,-1.7,-34.1,8.3,-18.6,-26.5,6.9,6.8,14.1,5.1
# (cont.)
SMILES,NR2E3 ag-1,TWEAK Fn14 block,Peg3 prom inh,CF NFkB inh,Shn3 3UTR inh,HIF-2a inh,TROY NFkB inh,KKLEB cytotox,C8 TRAIL sens,NR2E3 ag-2,MITF TRPM1 inh
C[C@@H]1CN([C@H](C)CO)C(=O)CCCn2cc(nn2)CO[C@H]1CN(C)S(=O)(=O)c1ccc(-n2cccn2)cc1,nt,-0.5,-15.4,-11.5,-3.3,8.4,-10.1,6.7,11.2,8.8,nt
O=C(Cn1nc(CNc2ccc(Br)cc2)[n+]2c1CCCCC2)c1ccc([N+](=O)[O-])cc1,0.0,-3.9,4.0,-4.2,-6.3,3.6,-12.0,-0.3,13.0,10.8,1.5
COc1ccc(C(=O)NCC(=O)OCC(=O)NCc2cccs2)cc1,-0.6,-4.3,7.2,14.9,-2.8,16.4,-4.8,-12.2,0.9,-1.4,9.5
Cn1cccc1C1C=C(c2ccc(C(C)(C)C)cc2)Nc2ncnn21 (stereo not drawn),-1.4,26.6,-116.9,29.0,75.0,-127.5,13.7,-0.7,21.2,-6.0,-6.1
Cc1cc(C)c(C#N)c(Nc2ccccc2F)n1,3.6,-7.8,-3.2,4.7,-0.8,0.2,-3.1,5.3,6.2,-3.5,9.6
CCOC(=O)C1(CCOc2ccccc2)CCN(Cc2ccc(O)c(OCC)c2)CC1,0.4,4.2,-2.3,-13.0,28.0,-10.0,43.0,-0.6,4.4,-8.9,7.3
NC(=O)CSc1nc2c(sc(=S)n2-c2ccccc2)c(=O)[nH]1,nt,7.6,7.9,6.5,-37.5,24.5,-0.6,-7.4,-6.7,-18.6,2.0
CC(C)Oc1cccc(C(=O)NC(=S)Nc2ccccc2N2CCOCC2)c1,0.8,-8.2,24.5,16.5,-16.5,-2.5,-15.3,-0.7,-5.0,-33.2,-9.0
CCOc1ccc(NC(=O)CSc2nc3ccsc3c(=O)n2Cc2ccc(C(=O)O)cc2)cc1,nt,18.4,1.1,5.4,-0.9,5.7,0.4,11.5,-11.3,-2.9,nt
Cn1cnnc1Sc1nc2ccccc2nc1NS(=O)(=O)c1ccccc1,13.4,9.6,4.1,-8.3,-19.6,9.0,-10.9,4.9,-35.9,-27.4,-2.1
O=C(NCc1n[nH]c(=S)n1-c1cccc(Cl)c1)c1cccs1,1.0,15.8,13.8,-0.5,-21.3,9.9,-5.8,-19.2,-5.8,-2.7,-3.7
C=CCNC(=S)N/N=C/c1cccc([N+](=O)[O-])c1,-0.3,-1.6,-9.5,-24.5,6.9,-13.2,-18.9,16.0,0.3,-15.6,0.5
Cc1cc(/C=N/NC(=O)c2cccc(F)c2)c(C)n1-c1ccccc1,4.8,39.3,-172.0,-1.6,-89.8,-159.5,15.0,-6.0,27.2,-21.0,-44.3
Cc1[nH]c2ccccc2c1C(=O)COC(=O)C1CCC(=O)N1 (stereo not drawn),3.9,0.3,2.0,-5.5,5.8,13.5,-0.9,3.9,-14.7,-15.7,4.7
CC(C)c1ccc(S(=O)(=O)N2CCN(C(=O)c3cc(-c4ccccc4)n[nH]3)CC2)cc1,1.9,-24.1,6.6,2.2,9.6,10.8,-4.5,1.6,1.0,-9.7,-7.0
CCCN1CCC(N2CCN(c3ccc([N+](=O)[O-])cc3)CC2)CC1,3.4,5.1,19.6,16.8,0.9,18.1,0.1,0.6,-1.1,11.5,-4.9
O=S(=O)([O-])CCC[n+]1ccc(Oc2ccccc2)cc1,nt,3.6,-1.0,-7.7,-6.0,29.3,15.6,8.9,-5.5,-5.2,-2.8
O=[N+]([O-])c1cc([N+](=O)[O-])c(Oc2cccc(Cl)c2Cl)cc1NN1CCCCC1,5.0,-13.8,17.1,19.1,-4.4,23.8,-15.4,-9.8,-5.4,-19.5,-4.5
CCOC(=O)c1ccc(OCC(=O)c2ccc(O)cc2O)cc1,-0.4,-20.0,-95.9,2.1,-29.3,-39.5,-29.4,-5.6,42.9,-61.5,-0.6
COc1ccccc1N(C)S(=O)(=O)c1ccc(C(=O)OCC(=O)Nc2ccc(C(N)=O)cc2)cc1,0.3,9.6,17.8,12.1,12.1,14.2,8.4,-23.3,-9.3,1.0,1.2
COc1cccc(CC2(CO)CCCN(Cc3c(C)cc(C)cc3-n3cccn3)C2)c1 (stereo not drawn),3.1,27.2,10.7,32.1,22.0,21.1,7.7,-35.1,22.3,-19.7,-13.7
Cc1ccc(C(=O)NCCNC(=O)COc2ccccc2Cl)cn1,-2.5,7.0,9.7,-18.2,-6.0,17.7,8.2,6.4,-21.0,-2.6,-7.2
CC(C)Cn1c(N)c(C(=O)COC(=O)c2cccn2C)c(=O)n(C)c1=O,nt,-27.4,26.9,-31.5,-9.6,-21.0,0.8,3.2,-1.5,-20.5,-2.0
O=C(N/N=C/c1cn[nH]c1-c1ccc(F)cc1)c1ccncc1,-1.9,3.7,-0.5,8.8,-11.7,15.8,-19.8,-2.6,-8.0,4.0,1.3
CCc1c(C2(O)CCCCC2)[nH]c2ccc(C(=O)OC)cc12,5.1,-23.7,-35.3,-0.4,-29.6,-48.2,-31.1,3.1,5.3,-31.3,-13.2
Nc1ccc(C(=O)OCC(=O)N2CCOCC2)cc1[N+](=O)[O-],3.1,-15.7,-99.0,7.2,-34.2,-128.7,-61.0,5.2,-0.6,-59.4,-30.6
CC(C)c1ccc(S(=O)(=O)N2CCN(C(=O)c3ccncc3)CC2)cc1,2.4,9.9,-12.0,16.6,14.4,3.4,13.9,0.5,20.0,-21.0,-0.6
Cc1ccc(NC(=O)Nc2ccc3c(c2)C(=O)OC3)cc1Cl,0.0,-50.3,-23.8,4.8,-6.1,-18.6,-43.5,-1.3,-6.1,-37.4,-24.0
O=C(CCN1C(=O)c2cccc3cccc(c23)C1=O)N1CCN(Cc2ccc3c(c2)OCO3)CC1,1.3,-15.8,36.2,-24.7,9.8,8.6,-8.1,4.8,-8.2,4.1,20.2
O=C(CSc1nnc(-c2ccc(F)cc2)o1)N1CCN(C(=O)c2ccco2)CC1,3.3,1.1,6.5,4.2,7.1,1.4,6.3,0.7,8.6,4.7,5.5

# Screens as filed in PubChem.
